# Bioassay records as filed in PubChem BioAssay.
# hcGAS inh – human cGAS inhibition. Q8N884. recombinant h-cGAS, ATP depletion, Kinase-Glo luminescence. inhibition, % at 12.5 µM. 0.081% of 290,000 active. AID 1259398;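 note: 0% = vehicle reaction and 100% = reaction without DNA for no activity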
# Target sequence (Q8N884 whole entry, looked up): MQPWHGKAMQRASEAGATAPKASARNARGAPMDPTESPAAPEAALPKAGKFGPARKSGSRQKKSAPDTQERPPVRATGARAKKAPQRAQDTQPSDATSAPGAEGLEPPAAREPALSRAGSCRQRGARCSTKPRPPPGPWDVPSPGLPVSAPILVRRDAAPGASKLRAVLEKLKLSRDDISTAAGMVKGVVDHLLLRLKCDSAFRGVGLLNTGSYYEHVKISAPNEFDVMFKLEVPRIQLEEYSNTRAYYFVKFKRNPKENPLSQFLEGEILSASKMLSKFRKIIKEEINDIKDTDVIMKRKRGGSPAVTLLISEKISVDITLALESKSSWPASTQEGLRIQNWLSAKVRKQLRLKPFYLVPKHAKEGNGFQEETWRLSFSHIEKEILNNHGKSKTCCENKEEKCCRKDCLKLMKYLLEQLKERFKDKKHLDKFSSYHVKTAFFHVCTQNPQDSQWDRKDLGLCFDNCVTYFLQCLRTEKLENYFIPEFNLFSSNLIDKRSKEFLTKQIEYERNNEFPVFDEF
# NPYLR7 agonist – mosquito NPYLR7 agonism; HEK293T NPYLR7/Galpha15, GCaMP6s calcium fluorescence; AID 1259423; 0.15% of 270,000 active; activation, % at 10 µM; in the data active = activation above about 40%;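 note: 0% = vehicle and 100% = reference agonist at the receptor; some compounds past the cut are filed as inactive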
# mcGAS inh – mouse cGAS inhibition by luminescence. Q8C6L5. recombinant cGAS, Kinase-Glo ATP depletion luminescence. inhibition, % at 12.5 µM. 0.15% of 160,000 active. AID 1259399;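 note: 0% = negative control wells and 100% = reference inhibitor with no enzyme activity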
# The depositor's hits bear a star; nt = no result given; & = joins results of further samples. Cut-off read from the data, not from the text of the source, unless noted: active = inhibition above about 40%; inactive = the rest.
mol | hcGAS inh | NPYLR7 agonist | mcGAS inh
CC1=CC[C@@H]2CN(C(=O)CCn3cnc4ccccc43)C[C@@H]2C1 | -3 | 1 | nt
OC(COc1cccc(CN2CCc3ccccc3C2)c1)CN1CCCCCC1 (stereo unspecified) | -10 | 6 | nt
CC(C)(C)c1ccc(CCNC(=O)CS(=O)(=O)c2ncc[nH]2)cc1 | -8 | 4 | nt
CC(CC(=O)Nc1ccc(N2CCCCC2)cc1)c1ccncc1 (stereo unspecified) | -7 | -1 | nt
CC1CCCN(C(=O)Cn2c(-c3ncccn3)noc2=O)C1 (stereo unspecified) | -10 | 0 | nt
O=C1CCC([N+](=O)[O-])C(c2ccc(C(F)(F)F)cc2)N1 (stereo unspecified) | -1 | -9 | nt
CSc1ccc(C(=O)N(C)CC2CCN(CCc3ccc(Cl)cc3)CC2)cc1 | -3 | 17 | -9
C=CCn1nc(C)c(-c2c(-c3ccccc3)ncn2CCc2nn[nH]n2)c1C | -2 | 3 | 0
Cc1cc(C)n(CC(=O)N2CCc3c(cnc(C)c3CNC(=O)/C=C/c3cccs3)C2)n1 | -9 | 19 | -13
COc1ccc(/C=C2\C(=O)NC(=S)N(c3ccccc3)C2=O)cc1[N+](=O)[O-] | -3 | 12 | -1
COc1cccc(C2c3nc[nH]c3CCN2Cc2ccnc3ccccc23)c1 (stereo unspecified) | 5 | -1 | nt
Cc1nn(-c2ccccc2)c2c1C(=O)C(Br)C(C)(C)C2 (stereo unspecified) | -7 | -7 | nt
O=C(Cn1nnn(-c2ccccc2)c1=O)Nc1ccc2c(c1)OCCO2 | -17 | 16 | nt
CC1(C(=O)Nc2cccc3ccccc23)CCN1C(=O)CC1CCCC1 (stereo unspecified) | -6 | 8 | nt
COc1ccccc1OCC1CN(C(=O)COc2ccc(F)cc2)CCO1 (stereo unspecified) | -6 | -7 | -7
O=C(c1ccccc1F)N(Cc1nccn1Cc1cccc(C(F)(F)F)c1)CC1CC1 | -3 | -2 | -4
CCNC(=O)C1(C)CCN(Cc2ccccc2-c2ccccc2)C1 (stereo unspecified) | -8 | 1 | nt
CCCCCCC(=O)Nc1c(-c2ccc(Cl)cc2)nc2cc(C)ccn12 | -2 | -2 | -1
COc1ccc(C2C(C(=O)c3ccccc3)C(O)(C(F)(F)F)N(C)C(=O)N2C)cc1 (stereo unspecified) | -9 | 0 | nt
COc1ccc(-c2nc(N(CCC(=O)N3CCN(c4ccccc4F)CC3)Cc3ccccc3)c3ccccc3n2)cc1 | -2 | -16 | -5
COc1ccc(-c2csc3ncn(CC(=O)NC(N)=O)c(=O)c23)cc1 | -4 | 1 | -6
Cc1ccc(OCc2occc2C(=O)N2CCCn3cncc3C2)cc1 | -5 | 26 | -16
CCn1c(C2CCCN(C(=O)CC3CC4CCC3C4)C2)n[nH]c1=S (stereo unspecified) | 10 | -4 | nt
COc1ccc(N2C(=O)CC(N(CCc3ccc(OC)c(OC)c3)C(C)=O)C2=O)cc1 (stereo unspecified) | -3 | -9 | -7
O=C(COc1ccc(C2CC(c3ccccc3)=NN2C(=O)c2cccs2)cc1)N1CCOCC1 (stereo unspecified) | -7 | -3 | nt
O=C(c1ccc(CSc2cccs2)cc1)N1C2CCC1CC(Oc1cccc(C(F)(F)F)c1)C2 (stereo unspecified) | -3 | -2 | -3
N#CCCNC(=O)c1ccc(-c2cccc(C(F)(F)F)c2)s1 | -6 | 2 | -7
O=C(Nc1ccc(F)cc1)N1CC[C@H]2CC[C@@H](C1)N2 | -5 | nt | -8
Cc1nc(C)c(-c2cc(C(=O)N3CCN(c4ccc(F)cc4)CC3)n[nH]2)s1 | -4 | nt | -8
CCc1cccc(C)c1NC(=O)c1ccccc1N(Cc1ccccc1)S(C)(=O)=O | -5 | -2 | nt
CC(=O)Nc1cc(NC(=O)N(C)Cc2cccc3ccccc23)ccc1C | -10 | 5 | nt
CCOC(=O)c1sc(NC(=O)C(C)(C)C)c(C(=O)OCC)c1C | -7 | 2 | nt
Cc1ccc(-c2nn3nnnc3c3ccccc23)cc1C | -6 | 3 | -5
CN(C)[C@@H]1CN(CC2CCCCC2)CC[C@@H]1CO | -4 | nt | 0
O=C(COCc1ccccc1Cl)NNC(=O)C1CCCO1 (stereo unspecified) | -6 | -2 | -12
COc1ccc(-c2nnc(-c3cc4cccc(OC)c4oc3=O)o2)cc1 | 0 | 2 | -3
Cc1ccc(NC(=O)c2csc(COC(=O)c3ccccc3)n2)cc1 | -1 | -8 | -3
Cc1cnc2n(c1=O)C(CC(=O)NCc1cccnc1)CS2 (stereo unspecified) | -1 | -1 | nt
CC(C)CNc1cccc(Cl)c1C(N)=O | 1 | -15 | nt
CC(COc1ccc(F)cc1)NC(=O)N(C)Cc1ccc(C(F)(F)F)cc1 (stereo unspecified) | -7 | 5 | nt
CC(=O)N1N=C(c2ccco2)OC1C(=O)NN1CCCC1 (stereo unspecified) | -6 | 26 | nt
CC(=O)c1c(C)[nH]c(C(=O)O)c1C | -5 | 2 | nt
COc1cn(CC(=O)Nc2ccccc2C(F)(F)F)c(CSc2nc(C)cs2)cc1=O | -7 | -8 | -10
COC(=O)c1ccc(CN2CCC(CO)(Cc3cccc(OC)c3)CC2)cc1 | -8 | -3 | nt
CCc1nc2n(n1)C(=O)C(C(c1ccccc1F)N1CCOCC1)S2 (stereo unspecified) | -11 | 0 | -8
CCCCOc1ccc(-c2nc(C=Nc3ccc(Cl)cc3)c(O)o2)cc1 | -4 | -5 | nt
COc1ccc(OC)c(Cc2nnc(CCC(=O)NCCc3nc(C)c(C)s3)o2)c1 | -4 | 2 | -4
Cn1cc(C(=O)NCc2cccc(OCC(F)F)c2)ccc1=O | -2 | 9 | -7
O=C(O)c1cccc(-n2c(C3CCC3)n[nH]c2=O)c1 | -6 | 10 | nt
CCc1cccc(C)c1NS(=O)(=O)c1cc(Br)ccc1OC | -10 | 4 | nt

# Additional structures
Structure | hcGAS inh | NPYLR7 agonist | mcGAS inh
CCOc1ccc(-c2cc(C(=O)NC(Cc3ccccc3)c3ccccc3)c3ccccc3n2)cc1 (stereo unspecified) | -2 | 23 | -4
Cc1ccc(C2=NC(=Cc3cccnc3)C(=O)O2)cc1 | 1 | 3 | nt
CCOC(=O)c1ccc(Cn2ccnc2-c2ccccc2OC)o1 | -11 | 16 | nt
CCCn1ccnc1CN1CCCC(O)(CN(C)C)CC1 (stereo unspecified) | -6 | 8 | -12
CC(=O)OC(C(=O)N1CCC(c2nc(-c3c(Cl)cccc3Cl)no2)CC1)c1ccccc1 (stereo unspecified) | -4 | 20 | -2
O=S1(=O)N=C(CN2CCCc3cc(OC(F)(F)F)ccc32)Nc2ccccc21 | -3 | 7 | -10
O=C(c1ccc2c(c1)OCO2)N1CCc2c([nH]c3ccccc23)C1c1ccccc1F (stereo unspecified) | -5&-4 | 7&-6 | -13&-4
Nc1nncn1C(=O)CCc1ccccc1 | -7 | -16 | nt
CCCCc1ccc(C2=N/C(=C\C=C\c3ccccc3)C(=O)O2)cc1 | -2 | -3 | nt
O=C(Nc1ccc2c(c1)OCO2)c1cnn2c1NC(c1ccc(F)cc1)CC2C(F)(F)F (stereo unspecified) | -9 | 0 | -7
NS(=O)(=O)c1ccc(CCNC2CC(=O)N(c3ccccc3F)C2=O)cc1 (stereo unspecified) | -6&-2 | -4&1 | -5&-5
CCC(CO)N(Cc1ccsc1)C(=O)c1cccnc1OC (stereo unspecified) | -6 | -1 | nt
Cc1cc(C)[n+]2nc([S-])sc2n1 | -7 | -7 | nt
O=S(=O)(NCC1(N2CCOCC2)CCCCC1)c1ccc(Br)s1 | -13 | 8 | nt
O=C(Nc1cccc(Cl)c1)N1CCSC12C(=O)N(Cc1ccccc1Cl)c1ccc(F)cc12 (stereo unspecified) | -4 | nt | -4
O=C(NCc1ccc(F)cc1)Nc1nnc([C@H]2C[C@H](O)[C@@H](CO)O2)s1 | -3 | -5 | -4
O=C(NCCN1CCOCC1)c1cc(-c2ccccc2F)nc2cc(-c3ccccc3)nn12 | -6&5 | -9 | -7&0
NC1=NC(c2ccc(O)cc2)n2c(nc3ccccc32)N1 (stereo unspecified) | -9 | 6 | nt
CC(C)NC(=O)c1nnc2n1CCN(C(=O)c1ccccc1Cl)C2 | -6 | 5 | nt
c1cc2c(cc1C1=NNC(=NC3CC3)SC1)CCC2 | -17 | -23 | nt

# Compound profiles (already shown). Order of screens: hcGAS inh | NPYLR7 agonist | mcGAS inh
# CCCn1ccnc1CN1CCCC(O)(CN(C)C)CC1 (stereo unspecified) across the screens: -6 | 8 | -12
# CCCCc1ccc(C2=N/C(=C\C=C\c3ccccc3)C(=O)O2)cc1 across the screens: -2 | -3 | nt
# Nc1nncn1C(=O)CCc1ccccc1 across the screens: -7 | -16 | nt
# O=C(c1ccc2c(c1)OCO2)N1CCc2c([nH]c3ccccc23)C1c1ccccc1F (stereo unspecified) across the screens: -5&-4 | 7&-6 | -13&-4

# (cont.)
Structure | hcGAS inh | NPYLR7 agonist | mcGAS inh
COCCN(CC(=O)N(CCc1c[nH]c2ccccc12)Cc1ccc(OC)c(OC)c1)C(=O)c1cccc(F)c1 | -15 | -5 | -6
O=C(c1cc(Cl)cc(Cl)c1)N(c1ccccn1)c1ccccn1 | -2 | 3 | nt
COc1ccc(-n2nc(C(=O)O)c(=O)n(Cc3cccc(Cl)c3)c2=O)cc1 | 2 | 30 | nt
CCOC(=O)c1cccnc1N1CCN(C2CC(C)(C)NC(C)(C)C2)CC1 | -8 | 18 | -11
COc1ccc(-c2cc(N)n(-c3ccc(C(=O)NCCc4cccnc4)cc3)n2)cc1 | 0 | 6 | -4
c1ccc2nc(N3CC[C@H]4CC[C@@H](C3)N4)cnc2c1 | -5 | -4 | nt
CCCNc1nnc(SCc2cscn2)s1 | -8 | 3 | nt
COc1ccc(N(Cc2nnc3n2CCCCC3)C(=O)Nc2ccc(C)cc2)cc1OC | 3 | 19 | nt
CCN1CCN(S(=O)(=O)c2ccc(OC)c(N3CCN(C(=O)CCSC)CC3)c2)CC1 | -3 | 27 | -7
CCN1CC2(CCN(C(=O)[C@H]3[C@H](C(=O)NC4CC4)[C@H]4C=C[C@@H]3C4)CC2)CC1=O | -14 | nt | -7
CN(CC(=O)NCC(O)C1CCCCC1)C(=O)OC(C)(C)C (stereo unspecified) | -11 | 11 | nt
CC(OCC(F)(F)F)C(=O)N(Cc1ccco1)Cc1ccco1 (stereo unspecified) | -3 | 7 | nt
CCCCCC(=O)Cc1cc(O)cc(O)c1C(=O)Oc1cc(CC(=O)CCCCC)c(C(=O)O)c(OC)c1 | -4 | -9 | nt
O=C(C1CC1)N1CCCN(c2nc3ccccc3[nH]2)CC1 | -10 | -6 | nt
O=C(NCc1cccs1)C1CC(=O)N(C2CCCC2)C1 (stereo unspecified) | 5 | 2 | nt
COCC(C)n1c(C)cc(C(=O)COC(=O)CN=C2NS(=O)(=O)c3ccccc32)c1C (stereo unspecified) | -11 | 4 | nt
CC(Oc1cccc(-c2nnc3n2CCCCC3)c1)C(=O)Nc1ccc(C#N)cc1 (stereo unspecified) | -2 | 0 | -1
Cc1cc(C)n(-c2ccc(C(=O)Nc3ccc(Oc4ccccc4)cc3)cc2)n1 | -6 | 24 | -5
Cc1nnc(CNC(=O)CN2C[C@@H](C)O[C@@H](C)C2)s1 | -12 | nt | -6
Cc1nn(C)c(C)c1CC(=O)NNC(=O)c1cc(Cl)ccc1O | -3 | 9 | nt
O=C(CCc1ncc(-c2c(F)cccc2F)o1)N1CCN(S(=O)(=O)c2cccc(Cl)c2)CC1 | -2 | -5 | -4
CCn1cc(CN2CCCC(Nc3ccc4c(c3)OCO4)C2)c2ccccc21 (stereo unspecified) | -3 | -3 | nt
CN1C[C@@H]2CC[C@H](CC1=O)N2C(=O)c1cc(=O)[nH]c2ccc(F)cc12 | -4 | -1 | -1
COC(=O)c1cnc(NC(=O)C2(C)CCN(C(C)C)C2)s1 (stereo unspecified) | -8 | 2 | nt
O=C(NC1CC1)C1CCN(C2CCN(Cc3cccc4c3OCO4)CC2)CC1 | -8&-10 | 13&-4 | -3
CC(C)(C)NC(=O)Cn1cc(Cl)cn1 | -7 | 7 | nt
CC1C(=O)N(c2ccccc2F)CCN1C(=O)C1CCCC1 (stereo unspecified) | -2 | -1 | -3
CC(=O)N(c1nc(Cn2cnc(C#N)n2)cs1)c1ccc(C)cc1C | -5 | 4 | nt
CCCCc1ccc(C(=O)N2CCC[C@@H]2C(=O)NC2CCC(NC(=O)c3ccc(OC)cc3)CC2)cc1 (stereo partly specified) | 2 | 0 | -2
Cc1ccc(CN2CCN(Cc3cccn3-c3nccs3)CC2CCO)o1 (stereo unspecified) | -10 | 11 | -11
O=C(NCCc1c[nH]c2ccccc12)c1cn(Cc2ccccc2Cl)nn1 | -13 | 22 | nt
COc1cc(OC)cc(-c2cccc(C(C)N(C)C)c2)c1 (stereo unspecified) | 0 | 19 | -10
Cc1cccc(N2CCN(c3nc4nonc4nc3N3CCOCC3)CC2)n1 | -1 | 4 | nt
Cc1ccc2c(n1)OC(CN1CCOCC1)CN(c1ccccc1)C2=O (stereo unspecified) | 3 | -4 | 2
Cc1ncc(-c2ccc(F)cc2Cl)[nH]1 | -3 | 1 | -8
COc1cc(C(=O)N2CCC(n3c(=O)oc4cccc(C)c43)CC2)cc(Cl)n1 | -2 | 28 | -8
CCc1cc2c(N3CCOCC3)nc(C(C)C)nc2s1 | -3 | 2 | nt
COc1ccc2nc(N(CCCN3CCOCC3)C(=O)c3ccc(Cl)s3)sc2c1 | -5 | 1 | -11
Cc1cc(N2CCOCC2)c2nncn2n1 | -8 | 5 | nt
CCOC(=O)c1cc(-c2ccc(N3CCN(C(=O)c4cc(F)cc(F)c4F)CC3)cc2)n(-c2ccccc2Cl)n1 | -8 | nt | -7

# Looked up one by one from above:
Structure | hcGAS inh | NPYLR7 agonist | mcGAS inh
CCn1cc(CN2CCCC(Nc3ccc4c(c3)OCO4)C2)c2ccccc21 (stereo unspecified) | -3 | -3 | nt
CC1C(=O)N(c2ccccc2F)CCN1C(=O)C1CCCC1 (stereo unspecified) | -2 | -1 | -3
